12-LOX inh: ALOX12 (human) lipoxygenase inhibition. P18054. purified 12hLO, xylenol orange hydroperoxide absorbance. AID 1671190. 1.1% of 580,000 active. Potency, µM (highest dose often 108 µM), for inactives: at the top dose activity change, negative = inhibition, usual class: inhibitors; also: % is scaled to controls: 0 for no effect and ±100 for the full control effect
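Purified human 12hLO at 150 nM in 25 mM Hepes, 0.01% Triton X-100, pH 7.0, preincubated 15 min at room temperature with compound. Reaction started with 40 uM arachidonic acid, 30 min at room temperature. Hydroperoxide measured by Fe-xylenol orange, 573/405 nm absorbance ratio.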
GLS inhibitor: blocks human kidney-isoform glutaminase activity | GLS enzymatic activity, qHTS titration | Potency, µM (titrated, usually from 45.5 µM), inactives show top-dose activity change, negative = inhibition, usual class: inhibitors | 0.21% of 410,000 active; also: % is scaled to controls: 0 for no effect and ±100 for the full control effect
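Coupled fluorescence readout: glutamate oxidase/HRP/Amplex Red detect glutamate formed by hKGA from L-glutamine (1 mM solution added). Buffer 45 mM KH2PO4 pH 8.2, 0.02% Tween-20; reads at t0 and 30 min RT.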
ERG Ets-DNA blk: ERG Ets/DNA interaction inhibition. Potency, µM (highest dose often 76.9 µM), inactives show at the top dose FP activity, negative = inhibition, usual class: inhibitors. P11308. 0.028% of 370,000 active. AID 624246. fluorescence polarization, His-ERG Ets domain / labelled DNA; active = well fitted inhibition curve with a large enough effect in the polarisation, with a control signal flat; inconclusive = small, poorly fitted or top-dose-only effect, or effect the other way, or a change in a side signal; inactive = no such curve, though single readings can be large or run the other way; the % refers to the polarisation;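 also: polarization taken with two DNA probes labelled with fluorescein and Texas red; % of control where 0% means no effect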
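His-tagged ERG Ets domain (1 uM in the protein solution; 300mM KCl, 50mM Tris-HCl, 1mM EDTA, 1mM DTT, pH 7.5) received compound, then a probe mix of 5 nM fluorescein-DNA and 100nM Texas-615-DNA. Fluorescence polarization was read for both dyes.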
HP1b chromo inh: inhibitors of HP1-beta chromodomain binding to methylated histone tails; P83916; AlphaScreen HP1-beta / biotin-H3K9me3 peptide binding; Potency, µM (series often up to 114 µM), inactives show top-dose activity change, negative = inhibition, actives largely listed as inhibitors; 0.56% of 390,000 active; AID 540317; also: nearly all actives have a fitted effect of over 70% in size; inactives centre near 23
Target sequence (P83916 whole entry, looked up): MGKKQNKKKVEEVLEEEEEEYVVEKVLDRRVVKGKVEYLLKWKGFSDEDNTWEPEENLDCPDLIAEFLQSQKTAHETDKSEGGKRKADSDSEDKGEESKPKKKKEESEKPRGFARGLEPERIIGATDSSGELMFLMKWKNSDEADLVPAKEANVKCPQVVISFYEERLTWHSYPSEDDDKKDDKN
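HP1-beta protein (50 nM final) preincubated 30 min at room temperature with biotinylated H3(1-18)K9me3 peptide (50 nM) in PBS pH 7.4, 0.01% Tween-20, then compound added for 30 min. AlphaScreen streptavidin donor/nickel chelate acceptor beads (10 ug/mL final), 30 min dark, luminescence read.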
RGS4 inh: human RGS4 inhibition; 0.039% of 390,000 active; Transcreener GDP fluorescence polarization, RGS4-accelerated GTP hydrolysis; AID 504845; P49798; Potency, µM (top dose mostly 114 µM), inactives show at the top dose activity change, negative = inhibition, usual class: inhibitors; also: % is scaled to controls: 0 for no effect and ±100 for the full control effect; nearly all actives have a fitted effect of over 75% in size; some results filed as inactive show a strong effect at the top dose
Target sequence (P49798 whole entry, looked up): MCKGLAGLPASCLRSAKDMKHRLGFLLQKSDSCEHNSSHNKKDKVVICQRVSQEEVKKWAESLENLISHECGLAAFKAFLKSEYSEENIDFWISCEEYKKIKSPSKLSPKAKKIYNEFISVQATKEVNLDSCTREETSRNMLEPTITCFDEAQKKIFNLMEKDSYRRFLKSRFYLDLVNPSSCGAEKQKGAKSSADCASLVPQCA
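MLSMR compounds (23 nl, pin-transferred) preincubated 10 min at room temperature with a 500nM (2x) first reagent, then RGS4 at 900nM (2x) plus Transcreener GDP mix added; fluorescence polarization (620/688 nm) read before and after 90 min at 30 °C.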
rTrxR1 inhibitor: inhibitors of rat thioredoxin reductase 1; recombinant rTrxR1, NADPH fluorescence consumption, selenite substrate; Potency, µM (series often up to 114 µM), for the others: at the highest dose activity change, negative = inhibition, most hits filed as inhibitors; 1% of 390,000 active; AID 588453; also: % is scaled to controls: 0 for no effect and ±100 for the full control effect; nearly all actives have a fitted effect of over 65% in size
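Rat TrxR1 (90 nM in the dispensed reagent) was pre-reduced with 400 uM NADPH for 5 min at room temperature, then incubated with compound for 15 min. After 400 uM selenite was added, NADPH fluorescence (Ex 340/Em 450 nm) was followed for 8 min.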
PGK inhibitor: T. brucei PGK inhibition; PGK/GAPDH coupled, Kinase-Glo luminescence, 60 min; P07378; 0.043% of 380,000 active; AID 602233; Potency, µM (highest dose often 57.5 µM), without a hit: at the highest dose activity change, negative = inhibition, usual class: inhibitors; also: % is scaled to controls: 0 for no effect and ±100 for the full control effect; nearly all actives have a fitted effect of over 60% in size
Target sequence (P07378 whole entry, looked up): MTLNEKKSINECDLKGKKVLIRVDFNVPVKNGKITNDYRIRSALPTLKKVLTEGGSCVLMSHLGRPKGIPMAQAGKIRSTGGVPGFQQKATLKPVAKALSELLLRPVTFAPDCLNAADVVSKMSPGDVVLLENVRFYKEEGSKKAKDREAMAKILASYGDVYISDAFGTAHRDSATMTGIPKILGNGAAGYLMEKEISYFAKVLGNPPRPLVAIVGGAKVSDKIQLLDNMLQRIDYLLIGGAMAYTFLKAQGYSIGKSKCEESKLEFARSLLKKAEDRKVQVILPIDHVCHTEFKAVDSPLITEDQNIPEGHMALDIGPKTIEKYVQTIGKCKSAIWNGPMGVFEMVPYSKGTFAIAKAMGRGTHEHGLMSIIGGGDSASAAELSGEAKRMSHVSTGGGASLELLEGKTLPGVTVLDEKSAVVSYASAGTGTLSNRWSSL
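Recombinant glycosomal PGK reaction used 1,3-bisphosphoglycerate generated in-well by GAPDH (100nM final) in 100mM TEA pH 7.6, 5mM MgCl2, 0.01% Tween-20. After 60 minutes at room temperature, ATP was read by Kinase-Glo Plus luminescence end-point.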
Pin1 inh: human Pin1 inhibition. Pin1 FP peptide displacement, HiFluor488, 10 min. Potency, µM (series often up to 115 µM), for inactives: at the top dose activity, negative = inhibition, usual class: inhibitors. 0.009% of 390,000 active. AID 504891; active = well fitted inhibition curve with a large enough effect in the polarisation, with a control signal flat, not every such curve was filed as active; inconclusive = small, poorly fitted or top-dose-only effect, or effect the other way, or a change in a side signal; inactive = no such curve, though single readings can be large or run the other way; the % refers to the polarisation; also: % is scaled to controls: 0 for no effect and ±100 for the full control effect
Target sequence (Q13526 whole entry, looked up): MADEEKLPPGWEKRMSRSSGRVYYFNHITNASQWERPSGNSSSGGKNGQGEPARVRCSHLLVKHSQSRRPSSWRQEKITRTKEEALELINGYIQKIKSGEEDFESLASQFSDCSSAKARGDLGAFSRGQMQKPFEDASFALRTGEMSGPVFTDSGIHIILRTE
JMJD2A Tudor: inhibitors of human JMJD2A Tudor domain; O75164; AlphaScreen JMJD2A-Tudor / H3K4me3 peptide binding; Potency, µM (titrated, usually from 114 µM), without a hit: at the top dose activity change, negative = inhibition, hits mostly inhibitors; 4.4% of 390,000 active; AID 504339; also: % is scaled to controls: 0 for no effect and ±100 for the full control effect; nearly all actives have a fitted effect of over 50% in size
* = called active by the depositor; i = inactive; u = inconclusive; x = not tested or not shown; & = joins results of further samples; [ ] = remark or other dose. Unless noted, calls follow the shape of the dose curve; as a rule, active = well fitted curve in the direction sought with a large enough effect; inconclusive = small, poorly fitted or top-dose-only effect, or another doubt; inactive = no such curve, though single readings can be large; an effect the other way counts as inactive or inconclusive. Potency is read from the fitted curve at half-maximal effect.

(1) CC(OC(=O)CCCN=C1NS(=O)(=O)c2ccccc21)C(=O)c1ccccc1 (centres undefined)
(2) O=C(NCc1csc(-c2cccs2)n1)C1CCCCC1
(3) CCN(CC)S(=O)(=O)c1ccc(C(=O)Nc2cc(C)cc(C)c2)cc1
(4) C=CCOC(=O)C1=C[C@@H](c2ccc(Br)cc2)[C@H](CCCO)[C@@H](OCC)O1
(5) C=C1CCN(C(CC(C)C)C(=O)NCc2ccc(Cl)cc2)S(=O)(=O)c2ccccc21 (centres undefined)
(6) Cc1ccc(-c2csc(NC(=O)CN3C(=O)CCC3=O)n2)cc1
(7) OC1(c2ccccc2)Cc2cccc[n+]2C1c1ccccc1 (centres undefined)
(8) CCOC(=O)N1CCN(S(=O)(=O)c2ccc3c(c2)SCC(=O)N3)CC1
(9) O=C(CSc1nnc(CCc2ccccc2)n1-c1ccc(Cl)cc1)c1ccccc1
(10) Cc1c(N(C)C(=O)c2ccc3c(c2)OCO3)c(=O)n(-c2ccccc2)n1C
Compound	1	2	3	4	5	6	7	8	9	10
PGK inhibitor	3%	-3%	-1%	2%	x	-10%	1%	0%	-9%	5%
GLS inhibitor	0%	8%	0%	4%	x	2%	-2%	-14%	8%	5%
12-LOX inh	13%	u	0%	-27%	x	20%	20%	0%	u	-21%
rTrxR1 inhibitor	2%	-11%	12%	-11%[57.1 µM]	19%	26%	19%	-4%	u	-1%[57.1 µM]
HP1b chromo inh	25%	22%	23%	28%	41%[activator]	38%	16%	18%	2%	22%
RGS4 inh	-19%	27%	-16%	-1%	1%	18%	12%	-31%	u	28%
Pin1 inh	-5%	-8%	7%	-2%	5%	1%	0%	-9%	2%	-1%
JMJD2A Tudor	-5%	-1%	-3%	-13%	-11%	-21%	-21%	-7%	-33%	-6%
ERG Ets-DNA blk	0%	-7%	-5%	1%	x	-14%	4%	-1%	15%	2%

One compound at a time, from the list above.
Results for C=C1CCN(C(CC(C)C)C(=O)NCc2ccc(Cl)cc2)S(=O)(=O)c2ccccc21 (centres undefined) → PGK inhibitor = x; GLS inhibitor = x; 12-LOX inh = x; rTrxR1 inhibitor = 19%; HP1b chromo inh = 41%[activator]; RGS4 inh = 1%; Pin1 inh = 5%; JMJD2A Tudor = -11%; ERG Ets-DNA blk = x
Results for Cc1ccc(-c2csc(NC(=O)CN3C(=O)CCC3=O)n2)cc1 → PGK inhibitor = -10%; GLS inhibitor = 2%; 12-LOX inh = 20%; rTrxR1 inhibitor = 26%; HP1b chromo inh = 38%; RGS4 inh = 18%; Pin1 inh = 1%; JMJD2A Tudor = -21%; ERG Ets-DNA blk = -14%

(continued)
(11) COc1ccc(/C=C(\C#N)C(=O)NC2CCS(=O)(=O)C2)cc1OC (centres undefined)
(12) CC(C)(C)c1cc(P(=O)(c2ccccc2)c2ccccc2)ccc1O
(13) COC(=O)c1ccc2c(=O)n(CCCCCC(=O)N3CCN(c4cc(C)ccc4C)CC3)c(=O)[nH]c2c1
(14) Cc1ccc2nc(-c3ccc(NC(=O)COc4ccccc4C(C)(C)C)cc3)sc2c1
(15) CCn1c(CN2CCOCC2)nnc1SCC(=O)Nc1ccc(C(C)=O)cc1
(16) CCOC(=O)c1ccc(P(=O)(c2ccccc2)c2ccccc2)cc1
(17) Cc1cc(C)cc(NC(=O)CN(c2cccc(C)c2C)S(=O)(=O)c2ccccc2)c1
(18) Cc1ccc(F)cc1NC(=O)CCc1c(C)[nH]c(=O)c(C#N)c1C
(19) CC1CC(C)CN(CCCNC(=O)C2CCN(S(=O)(=O)N3CCCCC3)CC2)C1 (centres undefined)
(20) Cc1cc(C)cc(N(CCC#N)C(=O)COC(=O)CCc2c[nH]c3ccccc23)c1
Compound	11	12	13	14	15	16	17	18	19	20
PGK inhibitor	-5%	1%	-6%	x	-5%	-2%	i	i	x	-3%
GLS inhibitor	0%	-5%	u	0%	0%	-1%	-7%	4%	8%	-1%
12-LOX inh	4%	22%	9%	-12%	25%	1%	-23%	8%	-11%	177%[activator]
rTrxR1 inhibitor	-17%	4%	25%[57.1 µM]	9%	18%	28%	36%	16%	28%	-7%
HP1b chromo inh	29%	10%	-2%	53%[activator]	27%	23%	24%	22%	6%	-18%
RGS4 inh	-5%	2%	8%	-38%	5%	2%	1%	-18%	32%	-33%
Pin1 inh	-5%	1%	2%	1%	-1%	1%	11%	-7%	-11%	15%
JMJD2A Tudor	-9%	-18%	-27%	-7%	-10%	-4%	-20%	1%	-11%	u
ERG Ets-DNA blk	2%	-5%	-5%	2%	6%	-4%	3%	u	x	16%[15.4 µM]

(21) COc1ccc(NC(=O)CN(C)C(=O)c2ccc3[nH]c4c(c3c2)CC(C)CC4)cc1 (centres undefined)
(22) Cc1ccc(OCC(=O)Nc2ccc(C(=O)OCc3cc(=O)n4nc(C5CC5)sc4n3)cc2)cc1
(23) Nc1nonc1-n1nnc(C(=O)N/N=C/c2cccnc2)c1CSc1ccccc1
(24) CCc1ccc2oc(=O)cc(CN3CCN(Cc4ccccc4)CC3)c2c1
(25) CCN(C(=O)Cn1c(=O)oc2cc(Cl)ccc21)c1cccc(C(F)(F)F)c1
(26) c1ccc(NC2=NCCN2CC2CCCCC2)cc1
(27) CCc1ccc(-c2c(C)sc(NC(=O)C3CCC3)c2C#N)cc1
(28) Cc1c(N/C(=N/S(=O)(=O)c2ccc(F)cc2)c2ccccc2)c(=O)n(-c2ccccc2)n1C
(29) O=C(c1cc(-c2ccncc2)nc2ccccc12)N1CCN(c2ccc(N3CCOCC3)nn2)CC1
(30) COc1cc(CNc2nc3ccccc3s2)cc(OC)c1OC
Compound	21	22	23	24	25	26	27	28	29	30
PGK inhibitor	-5%	-7%	5%	x	-5%	1%	i	-10%	i	-7%
GLS inhibitor	9%	10%	1%	-11%	0%	-3%	-11%	28%	-1%	8%
12-LOX inh	u	-15%	9%	-8%&7%	u	u	-14%	-10%	19%	13%
rTrxR1 inhibitor	6%[57.1 µM]	11%[57.1 µM]	11%	2%	-27%	22%	-11%	9%	8%	22%
HP1b chromo inh	u	57%[activator]	32%	51%[activator]	41%[activator]	40%[activator]	33%	54%[activator]	26%	3%
RGS4 inh	12%	4%	11%	-24%	17%	13%	-20%	-10%	-14%	18%
Pin1 inh	-1%	2%	1%	-1%	-5%	-1%	8%	1%	3%	0%
JMJD2A Tudor	u	-6%	-1%	-22%	5%	-21%	-7%	10%	-25%	-9%
ERG Ets-DNA blk	-10%	1%	-5%	3%	-5%	-3%	8%	13%	-3%	-11%

(31) Cc1noc(C)c1S(=O)(=O)N(CC(=O)NCCc1ccc(Cl)cc1)c1ccc(C(C)C)cc1
(32) COC(=O)c1ccnc(SCC(=O)c2ccccc2)c1
(33) O=C(c1ccccc1F)N1CCN(Cc2ccc3c(c2)OCO3)CC1
(34) NCCCC[C@H]1CNC(=O)C(=O)N1CCc1cccc2ccccc12
(35) S=C(NCCc1ccccc1)N1CCCC1
(36) COc1ccc(/C=C2\CCC(C3CCCC3)C2=O)cc1Cn1cccn1 (centres undefined)
(37) CN1CC[C@@H]2C(=O)N3CCc4ccc(Br)cc4[C@@H]3C[C@@H]21
(38) Cc1cc(C)c2nc(N(Cc3cccnc3)C(=O)Cc3ccccc3)sc2c1
(39) N#CC1=C(N)C(C#N)(C#N)[C@H](c2ccncc2)[C@H]2CC3(CC=C12)OCCO3
(40) COCCCNc1nc2c(S(=O)(=O)c3ccc(C)c(C)c3)nnn2c2ccc(Cl)cc12
Compound	31	32	33	34	35	36	37	38	39	40
PGK inhibitor	-6%	-12%	-8%	-2%	-6%	-7%	i	1%	-5%	-6%
GLS inhibitor	-8%	-5%	6%	1%	-5%	4%	-1%	2%	5%	0%
12-LOX inh	-10%	10%	u	u	-4%	-19%	-42%	-14%	-3%	5%
rTrxR1 inhibitor	20%	17%	17%[57.1 µM]	7%[57.1 µM]	-2%[57.1 µM]	8%	37%[activator]	10%[57.1 µM]	-8%[2.29 µM]	221%[activator]
HP1b chromo inh	58%[activator]	79%[activator]	40µM*	43%[activator]	33%	43%[activator]	13%	35%	24%	46%[activator]
RGS4 inh	-5%	-16%	12%	13%	-49%	7%	-7%	0%	-10%	-4%
Pin1 inh	0%	0%	2%	-5%	-2%	-4%	-4%	4%	u	21%
JMJD2A Tudor	0%	17%	0.89µM*	-1%	13%	-14%	-4%	-4%	-14%	3%
ERG Ets-DNA blk	0%	-19%	5%	-13%	17%	1%	5%	7%	-5%	-1%

(41) COC(=O)c1ccccc1NC(=O)c1ccc(CN2CC(=O)N3CCCCC3C2=O)cc1 (centres undefined)
(42) CS(=O)(=O)N(CC(=O)NCc1ccccn1)Cc1ccc(Cl)cc1
(43) Cc1c(C)n(Cc2ccccc2)c2ccc(C(=O)NCCc3ccccc3Cl)cc12
(44) C/C(=N\NC(=O)CSc1nc2ccccc2o1)c1cccc(O)c1
Compound	41	42	43	44
PGK inhibitor	4%	i	6%	-5%
GLS inhibitor	0%	-5%	-1%	5%
12-LOX inh	-12%	0%	0%	-6%
rTrxR1 inhibitor	-13%	1%[57.1 µM]	8%[57.1 µM]	13%
HP1b chromo inh	26%	29%	19%	18%[57 µM]
RGS4 inh	14%	-17%	-23%	-9%
Pin1 inh	0%	0%	u	-3%
JMJD2A Tudor	-13%	11µM*	u	-21%
ERG Ets-DNA blk	3%	-8%	1%	-17%

Not all compounds are listed; rates above refer to the full screens.
